POLH inh – qHTS for Inhibitors of Polymerase Eta | DNA polymerase eta (Homo sapiens), Q9Y253 | recombinant Pol eta, fluorescent DNA replication assay | Potency, µM (doses to about 114 µM), inactives show top-dose activity change, negative = inhibition, usual class: inhibitors | hit rate 1.2% among 390,000; further: potency means the concentration at half of the fitted maximal effect; on the % scale 0 is the no-effect control and ±100 the full control effect
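Fluorescent replication assay: 50 nM final substrate added after a 15 min room-temperature compound preincubation with 10 nM enzyme. Signal taken at 0 min and again at 10 min.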
APE1 inh – qHTS Assay for Inhibitors of the Human Apurinic/apyrimidinic Endonuclease 1 (APE1); DNA repair nuclease/redox regulator APEX1 (Homo sapiens), P27695; recombinant APE1, TAMRA/BHQ-2 abasic DNA cleavage fluorescence; Potency, µM (top dose mostly 65.8 µM), inactives show top-dose activity change, negative = inhibition, hits mostly inhibitors; hit rate 0.35% among 350,000;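 further: potency means the concentration at half of the fitted maximal effect; plate controls were vehicle for no effect and reference inhibitor for full effect; nearly all actives have a fitted effect of over 55% in size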
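APE1 at 0.75 nM final was preincubated with compound 15 min at room temperature, then 50 nM double-stranded THF abasic-site substrate (5'-TAMRA/3'-BHQ-2) was added. Fluorescence (ex 525/em 598 nm) was read kinetically; third-minus-first read gave activity.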
Pol beta inh – qHTS Assay for Inhibitors of DNA Polymerase Beta; P06746; Pol beta primer extension/strand displacement, fluorescence kinetic; hit rate 1.3% among 340,000; Potency, µM (highest dose often 114 µM), without a hit: top-dose activity change, negative = inhibition, most hits filed as inhibitors; AID 485314, 2010; further: potency means the concentration at half of the fitted maximal effect; on the % scale 0 is the no-effect control and ±100 the full control effect
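Reaction started by 50 nM substrate onto compound-treated Pol beta (10 nM, 15 min preincubation, room temperature); plates read at 0 min and 10 min. Normalized concentration-effect data fitted by four-parameter Hill equation.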
LDHA inh – qHTS assay for inhibitors of human lactate dehydrogenase. L-lactate dehydrogenase A chain (Homo sapiens), P00338. purified LDHA, NADH/diaphorase-resazurin fluorescence; active compounds read low. activity change, % (values are at about 110 or 230 µM). hit rate 0.15% among 480,000; in the data active means activity change below about -30%; inconclusive means mostly about -25% to -30%;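 further: plate controls were DMSO wells for no effect and wells without enzyme for full effect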
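Resorufin fluorescence (ex540/em590), read at 0 and 20 min after diaphorase/resazurin addition, reports the NADH left after a 5 min room-temperature reaction of 2 nM human LDH5 with 0.06 mM NADH and 0.2 mM pyruvate.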
ERG-DNA inh – qHTS for Small Molecule Inhibitors of the ERG Ets/DNA interaction | Transcriptional regulator ERG (Homo sapiens), P11308 | fluorescence polarization, His-ERG Ets domain / labelled DNA | Potency, µM (highest dose often 76.9 µM), for the others: top-dose FP activity, negative = inhibition, usual class: inhibitors | hit rate 0.028% among 370,000; active means well fitted inhibition curve with a large enough effect in the polarisation, with a control signal flat; inconclusive means small, poorly fitted or top-dose-only effect, or effect the other way, or a change in a side signal; inactive means no such curve, though single readings can be large or run the other way; the % refers to the polarisation;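 further: polarization taken with two DNA probes labelled with fluorescein and Texas red; potency means the concentration at half of the fitted maximal effect; % of control where 0% means no effect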
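His-tagged ERG Ets domain (1 uM in the protein solution; 300mM KCl, 50mM Tris-HCl, 1mM EDTA, 1mM DTT, pH 7.5) received compound, then a probe mix of 5 nM fluorescein-DNA and 100nM Texas-615-DNA. Fluorescence polarization was read for both dyes.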
Anesthetic bind – qHTS Assay for Identification of Novel General Anesthetics. hit rate 0.074% among 350,000. AID 485281, 2010. Potency, µM (highest dose often 77.5 µM), without a hit: at the top dose activity change, negative = displacement, actives largely listed as inhibitors. apoferritin/1-aminoanthracene competitive binding, fluorescence; further: potency means the concentration at half of the fitted maximal effect; on the % scale 0 is the no-effect control and ±100 the full control effect; nearly all actives have a fitted effect of over 20% in size
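10 uM apoferritin + 50% sat. 1-AMA, PBS; cpd 10 min RT; Ex380/Em535 endpoint; normalized to free probe vs complex; 4-param Hill fit; propofol titration as pos. ctrl.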
Pol kappa inh – qHTS for Inhibitors of Polymerase Kappa; Potency, µM (doses to about 107 µM), for inactives: top-dose activity, negative = inhibition, actives largely listed as inhibitors; DNA polymerase kappa (Homo sapiens), Q9UBT6; purified Pol kappa, fluorescent DNA synthesis assay, 10 min; hit rate 0.53% among 400,000; further: potency means the concentration at half of the fitted maximal effect; on the % scale 0 is the no-effect control and ±100 the full control effect
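10 nM Pol kappa preincubated 15 min at room temperature with compounds, then reaction started with substrate at 50 nM final. Fluorescence read kinetically at 0 and 10 min; buffer-only wells served as negative control.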
RGS4 inhibitor – Inhibitors of Regulator of G Protein Signaling (RGS) 4: qHTS; Regulator of G-protein signaling 4 (Homo sapiens), P49798; Potency, µM (titrated, usually from 114 µM), without a hit: top-dose activity change, negative = inhibition, most hits filed as inhibitors; hit rate 0.039% among 390,000; Transcreener GDP fluorescence polarization, RGS4-accelerated GTP hydrolysis; further: potency means the concentration at half of the fitted maximal effect; on the % scale 0 is the no-effect control and ±100 the full control effect; nearly all actives have a fitted effect of over 75% in size; some results filed as inactive show a strong effect at the top dose
Target sequence (P49798 whole entry, looked up): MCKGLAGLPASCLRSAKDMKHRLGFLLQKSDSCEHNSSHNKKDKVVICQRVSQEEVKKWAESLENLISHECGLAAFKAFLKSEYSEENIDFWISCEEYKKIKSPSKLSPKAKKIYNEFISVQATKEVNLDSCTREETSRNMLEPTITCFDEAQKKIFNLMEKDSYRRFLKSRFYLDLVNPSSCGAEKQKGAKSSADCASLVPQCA
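MLSMR compounds (23 nl, pin-transferred) preincubated 10 min at room temperature with a 500nM (2x) first reagent, then RGS4 at 900nM (2x) plus Transcreener GDP mix added; fluorescence polarization (620/688 nm) read before and after 90 min at 30 °C.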
ALOX12 inh – Primary qHTS assay for inhibitors of human arachidonate 12S-lipoxygenase (ALOX12): Round 2. purified 12hLO, xylenol orange hydroperoxide absorbance. AID 1671190, 2021. Potency, µM (titrated, usually from 108 µM), for the others: at the top dose activity change, negative = inhibition, actives largely listed as inhibitors. hit rate 1.1% among 580,000; further: potency means the concentration at half of the fitted maximal effect; on the % scale 0 is the no-effect control and ±100 the full control effect
Target sequence (P18054 whole entry, looked up): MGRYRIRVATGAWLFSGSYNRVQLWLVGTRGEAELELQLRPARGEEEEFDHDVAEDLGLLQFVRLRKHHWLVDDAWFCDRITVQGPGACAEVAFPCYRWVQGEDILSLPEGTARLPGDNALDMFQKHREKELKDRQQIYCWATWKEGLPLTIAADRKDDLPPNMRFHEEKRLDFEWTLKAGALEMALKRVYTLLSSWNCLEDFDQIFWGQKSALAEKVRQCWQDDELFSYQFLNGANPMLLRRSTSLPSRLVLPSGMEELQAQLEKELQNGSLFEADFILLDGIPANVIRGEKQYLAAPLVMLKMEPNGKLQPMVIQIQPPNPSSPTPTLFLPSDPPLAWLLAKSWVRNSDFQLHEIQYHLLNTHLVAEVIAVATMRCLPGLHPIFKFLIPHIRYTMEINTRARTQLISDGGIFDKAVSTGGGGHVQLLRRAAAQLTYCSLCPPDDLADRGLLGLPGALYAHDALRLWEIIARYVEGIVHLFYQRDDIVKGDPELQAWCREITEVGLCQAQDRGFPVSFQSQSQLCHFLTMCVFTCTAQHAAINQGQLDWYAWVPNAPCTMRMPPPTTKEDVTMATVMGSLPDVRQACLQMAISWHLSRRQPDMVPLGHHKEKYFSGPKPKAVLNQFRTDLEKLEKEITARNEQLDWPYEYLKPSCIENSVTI
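Purified human 12hLO at 150 nM in 25 mM Hepes, 0.01% Triton X-100, pH 7.0, preincubated 15 min at room temperature with compound. Reaction started with 40 uM arachidonic acid, 30 min at room temperature. Hydroperoxide measured by Fe-xylenol orange, 573/405 nm absorbance ratio.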
* hit, by the source's call; ? = inconclusive; nt = not tested or not shown; [ ] = dose if it differs, or a comment. Unless noted, the call rests on the fitted dose curve; in most records, active means well fitted curve in the direction sought with a large enough effect; inconclusive means small, poorly fitted or top-dose-only effect, or another doubt; inactive means no such curve, though single readings can be large; an effect the other way counts as inactive or inconclusive.

SMILES	POLH inh	APE1 inh	Pol beta inh	LDHA inh	ERG-DNA inh	Anesthetic bind	Pol kappa inh	RGS4 inhibitor	ALOX12 inh
NC(=O)COC(=O)CSc1cccc2cccc(Cl)c12	-1.1%	-8.9%	?	-3.8	6.2%	-12.2%	-4.6%	10.9%	-1.3%
Cc1ccc(S(=O)(=O)CCC(=O)Nc2ccc3c(c2)OCO3)cc1	3.4%	?	1.7%	-3.5	-0.9%	-0.6%	-21.8%	12.4%	0.0%
O=C(CN1C(=O)C2CC=CCC2C1=O)Nc1ccc(OC(F)(F)F)cc1 (centres undefined)	-21.9%	27.1%	nt	2.7	-2.5%	nt	-1.9%	-4.9%	44.1%[activator]
O=C(O)CCNc1cc2ccccc2cc1C(=O)O	?	3.7%	-1.3%	22.1	0.3%	2.0%	-18.6%	-4.7%	?
O=C(Nc1ccc(Cl)cc1)N1CCc2ccccc2C1	-16.5%	4.5%	0.7%	-2.5	-11.0%	-12.7%	-6.6%	-7.3%	-13.8%
Cc1cc(C)n2nc(SCC(=O)N3CCCC(C)C3)nc2n1 (centres undefined)	-2.5%	-5.4%	nt	-6.9	0.8%	nt	-7.9%	2.9%	-3.0%
COc1cccc(-n2ccnc2SCC(=O)Nc2cccc(C)c2C)c1	-8.1%	nt	-7.4%	7.5	2.4%	-6.8%	-5.1%[60.1 µM]	-14.8%	-9.6%
CC(=O)c1c(COC(=O)c2ccc(Cl)cc2)nc2ccccc2[n+]1[O-]	-10.6%	0.5%	-0.2%	-1.2	-5.7%[15.4 µM]	-4.8%	-1.0%	-29.3%	0.0%
CCN(CC)Cc1c(C(=O)N/N=C/c2ccc(C)o2)nnn1-c1nonc1N	-17.1%	19.3%	6.2%	-2.9	-2.4%	?	-17.1%	6.1%	7.0%
O=C(CN1CCN(Cc2ccc(F)cc2)C1=O)NC1CCCC1	-3.4%	18.6%	12.3%	-7.6	-13.0%	-2.4%	-18.2%	33.4%	63.4%[activator]
CCC(=O)N=c1n(C)c2ccccc2n1CCOc1ccccc1	-17.9%	-6.7%	34.9%	-6.8	-9.4%	9.2%	-8.1%	-22.0%	17.5%
O=C(c1ccc(F)cc1F)N1CCC(c2noc(-c3ccc(S(=O)(=O)N4CCCC4)cc3)n2)CC1	-8.7%	nt	47.3%	-2.5	-3.3%	-1.3%	-4.6%	3.9%	-19.7%
COc1cccc(OCC(O)CN2CCC(CN3C(=O)c4cccc5cccc(c45)C3=O)CC2)c1 (centres undefined)	-9.4%	?	-14.6%	-14.3	3.1%	?	-16.6%	4.0%	?
CCc1nn2c(=O)cc(COC(=O)C(CC)c3ccccc3)nc2s1 (centres undefined)	-10.7%	nt	-11.0%	1.3	-19.8%	-9.1%	-23.3%	-11.7%	-27.0%
CC(Oc1cccc2ccccc12)C(=O)N/N=C/c1cccnc1 (centres undefined)	-14.7%	-10.3%	3.8%	3.3	1.4%	-5.9%	7.9%	?	-23.9%
Cc1cc(NC(=O)c2ccc(S(=O)(=O)N3CCOCC3)cc2)no1	9.1%	-1.3%	19.6%	-3.8	-7.9%	1.4%	-11.2%	14.4%	6.1%
COc1cc(-c2cc(N)n(S(=O)(=O)c3ccccc3)n2)cc(OC)c1OC	-5.2%	-2.1%	11.7%	-3.3	0.9%	-19.3%	-10.7%	12.7%	?
COc1cc2[nH]c(=S)nc(NC3CCCCCC3)c2cc1OC	-3.2%	-3.0%	?	-7.3	-8.2%	-11.5%	-16.4%	-24.5%	-27.6%
Cc1cccc(C(O)(C(=O)NNc2ccc3ccccc3n2)c2cccc(C)c2)c1	-14.9%	7.6%	-2.5%	-0.5	-1.8%	7.2%	-7.7%	2.3%	-13.8%
CCOc1cc2[nH]c(=O)n(CCCN3CCCC3=O)c(=O)c2cc1OCC	-14.6%	-1.2%	21.9%	1.3	-9.0%	-11.4%	-5.7%	-37.7%	4.8%

A second format for four compounds above:
SMILES: O=C(c1ccc(F)cc1F)N1CCC(c2noc(-c3ccc(S(=O)(=O)N4CCCC4)cc3)n2)CC1
  POLH inh = -8.7% | APE1 inh = nt | Pol beta inh = 47.3% | LDHA inh = -2.5 | ERG-DNA inh = -3.3% | Anesthetic bind = -1.3% | Pol kappa inh = -4.6% | RGS4 inhibitor = 3.9% | ALOX12 inh = -19.7%
SMILES: CCc1nn2c(=O)cc(COC(=O)C(CC)c3ccccc3)nc2s1 (centres undefined)
  POLH inh = -10.7% | APE1 inh = nt | Pol beta inh = -11.0% | LDHA inh = 1.3 | ERG-DNA inh = -19.8% | Anesthetic bind = -9.1% | Pol kappa inh = -23.3% | RGS4 inhibitor = -11.7% | ALOX12 inh = -27.0%
SMILES: CCOc1cc2[nH]c(=O)n(CCCN3CCCC3=O)c(=O)c2cc1OCC
  POLH inh = -14.6% | APE1 inh = -1.2% | Pol beta inh = 21.9% | LDHA inh = 1.3 | ERG-DNA inh = -9.0% | Anesthetic bind = -11.4% | Pol kappa inh = -5.7% | RGS4 inhibitor = -37.7% | ALOX12 inh = 4.8%
SMILES: Cc1cccc(C(O)(C(=O)NNc2ccc3ccccc3n2)c2cccc(C)c2)c1
  POLH inh = -14.9% | APE1 inh = 7.6% | Pol beta inh = -2.5% | LDHA inh = -0.5 | ERG-DNA inh = -1.8% | Anesthetic bind = 7.2% | Pol kappa inh = -7.7% | RGS4 inhibitor = 2.3% | ALOX12 inh = -13.8%

(more compounds)
SMILES	POLH inh	APE1 inh	Pol beta inh	LDHA inh	ERG-DNA inh	Anesthetic bind	Pol kappa inh	RGS4 inhibitor	ALOX12 inh
CSC(N)=NCCC[C@H](N)C(=O)O	-2.0%[57.1 µM]	3.3%	12.1%[57.1 µM]	nt	nt	nt	-4.2%[60.1 µM]	-5.2%[56.9 µM]	nt
O=C(Cn1ncc2c(=O)oc3ccccc3c21)N1CCCc2ccccc21	3.9%	-5.7%	-0.4%	-1.4	1.8%	-11.9%	-21.4%	32.5%	-14.3%
Cn1c(N)c(C(=O)COC(=O)c2ccccc2NCc2ccco2)c(=O)n(C)c1=O	-3.1%	-5.1%	12.6%	-1.2	2.2%	1.3%	6.4%	-3.6%	0.0%
CC(C)C(C(=O)Nc1ccc2c(c1)OCCO2)N1C(=O)c2ccccc2C1=O (centres undefined)	12.8%	-3.9%	17.8%	2.7	-13.1%	-12.6%	-5.8%	-18.5%	?

Bioassay records from PubChem BioAssay.

These rows are one share of the data (hit frequency here may not be typical).
